# Compound activity from PubChem BioAssay.
# CDK5 inh – blocks human CDK5/p35 kinase activity | hit rate 0.01% among 330,000 | AID 488839 | Recombinant CDK5/p35, ADP-Glo luminescence, 60 min | inhibition, % at 10 µM;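 active means highest replicate inhibition of at least 50% and at least 75% of replicates reaching 50%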;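 further: plate controls were DMSO neutral control for no effect and GW8510 at 10 µM for full effect; many of its hits are not listed in these tables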
# Target sequence (Q00535 whole entry, looked up): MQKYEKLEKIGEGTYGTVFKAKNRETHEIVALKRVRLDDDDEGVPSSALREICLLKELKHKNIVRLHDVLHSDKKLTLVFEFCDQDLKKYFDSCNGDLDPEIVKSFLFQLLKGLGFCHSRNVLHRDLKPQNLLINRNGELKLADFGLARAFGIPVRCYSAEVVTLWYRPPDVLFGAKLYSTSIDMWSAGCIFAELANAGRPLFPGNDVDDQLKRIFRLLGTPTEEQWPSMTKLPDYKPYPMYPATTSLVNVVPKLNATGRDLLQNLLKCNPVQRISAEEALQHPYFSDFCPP
# Target sequence (Q15078 whole entry, looked up): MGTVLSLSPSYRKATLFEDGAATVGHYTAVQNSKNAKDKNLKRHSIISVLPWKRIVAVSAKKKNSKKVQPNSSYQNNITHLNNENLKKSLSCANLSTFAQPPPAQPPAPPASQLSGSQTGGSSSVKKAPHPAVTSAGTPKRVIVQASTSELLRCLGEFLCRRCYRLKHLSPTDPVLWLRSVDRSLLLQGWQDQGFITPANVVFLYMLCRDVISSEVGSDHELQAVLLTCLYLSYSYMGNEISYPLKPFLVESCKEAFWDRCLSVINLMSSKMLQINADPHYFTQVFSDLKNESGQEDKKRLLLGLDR
# MITF TRPM1 HTS – MITF TRPM1 promoter activation in melanoma cells; SK-MEL-5 TRPM1-promoter luciferase, 24 h; % of positive control, neutral wells = 0; activation, % at 12.5 µM; hit rate 0.75% among 300,000; AID 588334;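 active means mean activation of at least 80% with every replicate also reaching 80%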;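 further: 0% = neutral control wells and 100% = parthenolide positive control wells; values of inactives mirror those of a sister screen read the other way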
# dFosB activator – activators of mouse delta FosB homodimer. activation, % at 25 µM. hit rate 0.99% among 340,000. purified delta FosB, TAMRA-CDK5 oligo fluorescence polarization; percent of positive-control signal above neutral wells. P13346;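 active means mean activation above about 17%, with every replicate also reaching it, limit read from the data, passing the limit was not always enough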;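 further: fluorescence polarization rise as delta FosB binds a TAMRA Cdk5 AP-1 oligo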
# SR-BI HDL uptake – blocks mouse SR-BI lipid uptake from DiI-HDL | ldlA[mSR-BI] CHO cells, DiI-HDL uptake fluorescence, 3 h | inhibition, % at 12.5 µM | hit rate 0.96% among 320,000;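 active means mean replicate inhibition of at least 70% and a set share of replicates each scoring 70 or more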;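 further: 0% = median of neutral control wells and 100% = median of positive control wells; values of inactives mirror those of a sister screen read the other way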
# SR-BI uptake up – enhances SR-BI lipid uptake from DiI-HDL; CHO ldlA[mSR-BI] cells, DiI-HDL uptake fluorescence, 3 h; 100 = double the neutral-control signal; activation, % at 12.5 µM; hit rate 0.096% among 320,000; AID 504775;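 active means mean replicate activation of at least 60% and every replicate at or above 60%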;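 further: 0% = median plate neutral-control signal and 100% = twice that signal; values of inactives mirror those of a sister screen read the other way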
#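 Material: SR-BI-overexpressing, LDLR-lacking CHO cells; schedule: compound exposure 3 h, 37 °C; reagent: DiI-labelled HDL at 10 µg/mL final; technique: bottom-read fluorescence, 550/595 nm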
# PKA-R1A activ – PKA-R1A complex activation; P00514+P68181; PKA-R1A dissociation, Cy5-IP20 fluorescence polarization; scaled: DMSO 0%, 113 µM cGMP 100%; activation, % at 11.4 µM; hit rate 0.083% among 340,000; AID 504707;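 active means percent activation above the mean of all tested compounds plus 3 SD, cut at about 19% in these data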;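 further: higher means more PKAc released from R1A so a rise in polarization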
# Arrestin-AP2 inh – inhibitors of human beta-arrestin and AP2 interaction; inhibition, % at 10 µM; AID 504490; hit rate 0.31% among 340,000; FITC-arrestin peptide / GST-AP2 beads, flow cytometry; AP2 beta2 appendage carries R879A mutation;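 active means inhibition above a set limit, near 3 SD of compounds lacking own fluorescence, cut at about 54% in these data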;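 further: plate controls were DMSO wells for no effect and 5 µM unlabelled arrestin peptide for full effect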
#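 System: GST-AP2 R879A glutathione beads | Also added: FITC-arrestin peptide, 50 nM | Times: 12 min plus 1 h, RT | Signal: Bead flow cytometry, FITC channel | Buffer or medium: PBS with 0.05% Tween 20 and 0.1% BSA | Read-out basis: Percent drop in bead-associated FITC signal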
# PKA-R2B activ – PKA-R2B complex activation; P22694+P31323; PKA-R2B holoenzyme dissociation, Cy5-IP20 fluorescence polarization; R2B truncated from residue 108, S112A mutant; 0% DMSO only, 100% 113 µM cGMP; activation, % at 11.4 µM; hit rate 0.079% among 340,000;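 active means activation above a cutoff set at the mean over all compounds plus 3 SD, cut at about 18% in these data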;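 further: higher means more holoenzyme dissociation and a rise in polarization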
# Target sequence (P31323 whole entry, looked up, other chains not shown, the tested form may be a part): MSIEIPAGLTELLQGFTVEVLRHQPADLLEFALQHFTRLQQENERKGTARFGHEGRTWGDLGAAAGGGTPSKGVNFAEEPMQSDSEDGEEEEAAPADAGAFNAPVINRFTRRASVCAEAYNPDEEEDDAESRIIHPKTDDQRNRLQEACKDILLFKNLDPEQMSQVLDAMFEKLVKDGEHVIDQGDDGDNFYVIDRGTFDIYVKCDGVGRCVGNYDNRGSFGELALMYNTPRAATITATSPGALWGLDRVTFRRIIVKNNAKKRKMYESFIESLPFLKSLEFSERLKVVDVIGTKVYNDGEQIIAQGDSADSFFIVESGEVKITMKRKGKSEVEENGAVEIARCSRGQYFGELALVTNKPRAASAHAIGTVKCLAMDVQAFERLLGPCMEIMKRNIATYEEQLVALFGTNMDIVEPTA
# NSD2 inh – inhibitors of human histone methyltransferase NSD2; inhibition, % at 12.5 µM; hit rate 0.54% among 310,000; AID 743445; O96028; NSD2 peptide methylation, AlphaScreen, 120 min; in the data active means inhibition above about 50%
# Pemphigus Ab inh – inhibitors of pemphigus antibody binding to human desmoglein-3. P32926. DSG3-coupled beads, scFv-anti-DSG3-GFP binding, flow cytometry; stronger effect = lower value. binding (percent of control), % at 10 µM. hit rate 0.48% among 310,000. AID 588358;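 active means binding more than 3 SD below its plate's average and above zero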; further: some compounds called inactive have numbers as strong as hits
# Mot1-301 SUMO – SUMOylation pathway inhibition by Mot1-301 growth rescue | S. cerevisiae Mot1-301 growth rescue, ATP luminescence, 38.5C; percent above DMSO median, 100 means doubled | growth rescue, % at 18.8 µM | hit rate 1% among 320,000 | AID 2716;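 active means every valid replicate shows activation above 250% relative to neutral control wells; inactive means the rest, any valid replicate at or below 250%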;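 further: OY570 slx delta 5 strain wells were the positive control but not used for scaling; some compounds called inactive have numbers as strong as hits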
# * marks the source's active call; other numbers are inactive results; . = not tested or not shown; + = active, no number.
No.	structure	CDK5 inh	MITF TRPM1 HTS	dFosB activator	SR-BI HDL uptake	SR-BI uptake up	PKA-R1A activ	Arrestin-AP2 inh	PKA-R2B activ	NSD2 inh	Pemphigus Ab inh	Mot1-301 SUMO
1	CCC(=O)c1ccc(-c2ccccc2)cc1	2.7	38	-1	-1	1	-10	11	0	-2	97	80
2	O=C(Nc1ccc(Cl)cc1)OCCn1nnnc1C(c1ccccc1Cl)N1CCOCC1 (configuration not stated)	0.3	.	-7	35	-35	0	-4	-1	3	100	13
3	O=C(Nc1ccccc1)c1ccccc1NS(=O)(=O)c1ccc(Cl)s1	1.5	1	-6	0	0	0	1	-4	.	126	-15
4	C=CCn1c(SCc2c(F)cccc2Cl)nnc1-c1ccco1	1.2	6	-2	-4	4	-11	6	-4	4	96	64
5	CC1(C)CC(=O)C2=C(C1)N(c1ccc(Cl)cc1)C(=O)C2(O)C(F)(F)F (configuration not stated)	-0.6	-7	-7	6	-6	11	-4	-1	4	93	2
6	COc1cc(C(=O)NCCC(=O)N2CCCCC2)cc(OC)c1OC	-0.6	-11	2	-6	6	15	-15	7	-3	102	-13
7	CCCCOC(=O)C1CN(c2ccccc2)N=C1C(C)=O (configuration not stated)	0.9	4	-4	-4	4	-5	-3	1	1	90	1
8	COc1ccc(NC(=S)NC(=O)C2CCCCC2)cc1	1.9	69	-4	5	-5	0	-10	8	0	96	-12
9	CC(C)N(C)CCOC(=O)/C=C/c1ccccc1	0.7	-1	7	-9	9	3	-2	-1	0	99	-28
10	CCOC(=O)c1ccccc1NC(=O)COC(=O)CCCOc1ccccc1	-0.4	-4	4	-19	19	5	22	-13	0	99	-2
11	Cc1noc(C)c1COc1ccc(C(=O)OCC(=O)NC2CCCCC2C)cc1 (configuration not stated)	0.2	-3	-22	2	-2	14	-6	-3	-7	110	-10
12	COc1ccc(/C=C(/NC(=O)c2ccc(OC)c(OC)c2)C(=O)NCCc2c[nH]c3ccccc23)cc1	0.8	2	-9	4	-4	4	4	6	-3	82	-9
13	Cc1nc(N)c2c(Cc3cccc4ccccc34)nn(C(C)(C)C)c2n1	-0.3	6	-5	-19	19	-6	2	-8	.	102	45
14	NC(=O)c1nsc(C(=O)N(c2ccccc2)C(C(=O)NCC2CCCO2)c2ccc(F)cc2)c1N (configuration not stated)	-0.1	-12	-12	.	.	4	-11	1	-3	121	-8
15	Cc1cc(NC(=O)c2ccc(C)o2)no1	-2.5	5	-2	-19	19	-2	16	-3	-1	.	-8
16	CC1CCN(C(=O)CSc2nnc(-c3ccc(S(=O)(=O)N4CCOCC4)cc3)n2C)CC1	-1.0	5	-5	-6	6	-6	1	4	-1	98	130
17	Cc1cccc(CCNC(=O)CCc2c(C)nc3ncnn3c2C)c1	0.9	-3	2	-7	7	9	12	5	-2	.	1
18	Cc1ccc(/C=C/C(=O)N2CCc3ccccc32)o1	2.4	51	-9	7	-7	0	50	4	5	116	46
19	CCOc1ccc(-n2cc(C(=O)Nc3cccc(Cl)c3)c3cc(OC)c(OC)cc3c2=O)cc1	0.7	-10	29*	28	-28	-11	11	5	-5	94	0
20	NS(=O)(=O)c1ccc(CCNC(=O)c2ccccc2-c2ccccc2)cc1	-3.3	-4	-12	.	.	10	17	-5	2	110	-15
21	CCCCS(=O)CC(CS(=O)CCCC)OC(=O)c1ccc(C)cc1 (configuration not stated)	-1.6	-2	-3	.	.	-4	12	-15	-6	45*	180
22	CCCOc1ccc(C2C(=O)N(C3CCCCC3)CC(=O)N2CCC)cc1OC (configuration not stated)	-1.3	14	-5	-7	7	-12	-1	12	2	100	-19
23	CC1=Nc2cccc3cccc(c23)N1C	2.3	9	8	-21	21	-12	11	-2	+	.	3
24	CCc1ccc(OCC(=O)NC(=S)Nc2ccc(C(=O)O)cc2)cc1	0.6	17	1	-7	7	-3	11	2	0	91	-18
25	CCCNC(=O)CCNC(=O)c1ccc(C(C)(C)C)cc1	0.0	-2	5	6	-6	5	2	4	-3	99	-7
26	O=C(NC12CC3CC(CC(C3)C1)C2)N1CCN(c2ncccn2)CC1	-0.5	-9	-5	6	-6	-3	0	-2	-1	98	-11
27	O=C(CCCCCN1C(=O)c2cccc3cccc(c23)C1=O)N1CCOCC1	1.0	4	2	-36	36	-2	-11	-6	2	109	-2
28	FC(F)Oc1ccc(NC(=S)N2CCc3ccccc32)cc1	3.1	14	-2	28	-28	-1	-4	-3	0	107	-10
29	Clc1ccc(SCc2cc(-c3ccc(Cl)cc3)on2)cc1	0.5	7	-5	-16	16	1	26	9	0	97	0
30	c1ccc(CSc2ncn(-c3ccccc3)n2)cc1	1.4	75	-11	2	-2	-3	26	2	-5	106	11

# Part of the list above, screen by screen:
29	Clc1ccc(SCc2cc(-c3ccc(Cl)cc3)on2)cc1
25	CCCNC(=O)CCNC(=O)c1ccc(C(C)(C)C)cc1

entry no.,29,25
CDK5 inh,0.5,0.0
MITF TRPM1 HTS,7,-2
dFosB activator,-5,5
SR-BI HDL uptake,-16,6
SR-BI uptake up,16,-6
PKA-R1A activ,1,5
Arrestin-AP2 inh,26,2
PKA-R2B activ,9,4
NSD2 inh,0,-3
Pemphigus Ab inh,97,99
Mot1-301 SUMO,0,-7

# The list continues.
No.	structure	CDK5 inh	MITF TRPM1 HTS	dFosB activator	SR-BI HDL uptake	SR-BI uptake up	PKA-R1A activ	Arrestin-AP2 inh	PKA-R2B activ	NSD2 inh	Pemphigus Ab inh	Mot1-301 SUMO
31	COc1cc(C(=O)Nc2ccc(S(=O)(=O)NC(C)(C)C)cc2)cc(OC)c1OC	-1.2	-19	0	9	-9	9	9	4	-2	108	.
32	CC1CC(C)CN(S(=O)(=O)c2ccc(NC(=O)CN3C(=O)NC(C)(c4ccccc4)C3=O)cc2)C1 (configuration not stated)	0.9	-14	-20	40	-40	-3	7	-18	0	110	-6
33	O=C(COc1nncc2ccccc12)NCC(F)(F)F	-1.0	20	-8	2	-2	-1	27	-2	0	101	8
34	CC(C)c1ccc(NC(=S)N2CCCC2)cc1	1.9	48	-15	-14	14	-4	15	-7	0	.	2
35	COc1ccccc1OCc1nc(C#N)c(NCc2ccco2)o1	-1.1	-13	-2	19	-19	2	24	-1	4	.	-5
36	COC(=O)c1cccnc1SCc1ccccc1	-1.2	.	-1	17	-17	1	-5	-13	-7	100	-7
37	Cc1cc(C)n(-c2ccc(C(=O)OCC(=O)N(CC(C)C)C3CCS(=O)(=O)C3)cc2)n1 (configuration not stated)	0.5	.	-5	11	-11	-5	-6	-9	3	.	-10
38	CN(C(=O)Nc1ccc(Cl)cc1)c1c2c(nn1C)CCCC2	0.8	-8	2	7	-7	2	-2	5	0	101	230
39	CCc1ccc(N2CC(C(=O)NNC(=O)c3ccc(F)cc3)CC2=O)cc1 (configuration not stated)	0.5	9	-9	-1	1	-4	-9	-9	1	103	9
40	CCC1(C)SC(NC(C)=O)=NN1C(C)=O (configuration not stated)	1.9	-1	-1	-32	32	-2	35	2	-1	104	-7
41	CCOc1cc(N2CCOCC2)c(OCC)cc1NC(=O)Cn1[nH]c(=O)c2ccccc2c1=O	1.5	.	-1	-4	4	1	9	-1	0	97	1
42	COc1ccc(/C=C2\SC(=S)N(CCCC(=O)Nc3ccccn3)C2=O)cc1OC	2.6	9	-9	15	-15	1	8	1	0	105	6
43	Cc1cccc(Oc2ccccc2NC(=O)c2cnccn2)c1	0.7	0	-5	14	-14	-5	32	-13	.	102	32
44	O=C(Cc1cccs1)N(Cc1ccco1)C1(C(=O)NC2CCCC2)CCCCC1	-0.1	-3	-5	-6	6	-5	1	-6	-4	108	9
45	COc1ccc(C(C)(C)C)cc1NC(=O)C1C2C=CC(C2)C1C(=O)O (configuration not stated)	-1.6	-6	0	-5	5	1	47	0	-3	.	-1
46	CC(C)CN(C(=O)C1CCCCC1)C1CCS(=O)(=O)C1 (configuration not stated)	-1.2	9	4	-18	18	8	0	-6	.	99	-21
47	COc1cc(/C=C2\SC(=S)N(CCCCC(=O)O)C2=O)ccc1OS(=O)(=O)c1ccc(C)cc1	0.1	-7	-13	-23	23	2	-7	-1	1	87	-6
48	N#C/C(=N/Nc1ccccc1[N+](=O)[O-])C(N)=S	0.1	.	5	6	-6	-15	33	7	34	104	-6
49	COc1ccc(-c2nc3cnccn3c2NC(C)(C)CC(C)(C)C)cc1O	0.9	-2	-29	57	-57	-4	13	-1	36	98	20
50	COc1cc(C(=O)Nc2ccc(Oc3ncnc4sc(-c5ccccc5)cc34)cc2)cc(OC)c1OC	-2.6	-1	68*	65	-65	-9	1	-1	21	-10*	-15
51	CC(C)(C)OC(=O)NCCC(=O)N/N=C/c1cccc2nccnc12	0.2	4	5	-13	13	-9	42	9	-3	110	-4
52	O=C(CCS(=O)(=O)c1ccccc1)Nc1nc2c(s1)CCCC2	1.1	.	-11	2	-2	6	14	6	.	102	6
53	O=C(Nc1ccc(C(=O)O)cc1)/C(=C\c1ccccc1)NC(=O)c1ccc(Br)cc1	-1.9	4	-11	-8	8	10	1	3	2	101	5
54	O=S(=O)(NCC1CCCO1)c1ccc2oc3ccc(S(=O)(=O)NCC4CCCO4)cc3c2c1 (configuration not stated)	-1.1	-7	-21	17	-17	-1	-7	1	-2	98	-3
55	COc1ccc(N2C(=O)c3ccc(C(=O)Nc4ccc(NC(C)=O)cc4)cc3C2=O)cc1	1.7	1	-1	-19	19	-3	3	-7	0	107	12
56	Cc1nonc1OC(C)CNc1ccc([N+](=O)[O-])cc1 (configuration not stated)	0.6	1	-2	32	-32	3	14	0	-4	105	6
57	CCCc1cc2c(cc1NC(=O)c1ccc(Br)cc1)OCO2	-1.9	-7	4	-17	17	5	28	6	-1	100	677
58	CCCn1c(=N)n(CC(=O)c2ccc(OCC(=O)OC)cc2)c2ccccc21	-3.4	.	-5	7	-7	-2	17	6	1	113	23
59	CC(C)(CCl)C(=O)Nc1ccc(OC(F)(F)F)cc1	-1.5	5	3	-6	6	-8	-20	-6	-5	99	1
60	CN1N=C(N)c2cn(C3OC(COP(=O)(O)O)C(O)C3O)c3ncnc1c23 (configuration not stated)	0.5	.	3	-3	3	2	28	-16	-25	92	.
61	CC(=O)c1cccc(S(=O)(=O)NCC(C)(C)N2CCOCC2)c1	0.1	-2	3	-33	33	10	0	5	-4	96	3
